Compound activity as filed in PubChem.
PhoP GFP inhibition: PhoP regulon inhibitors, Salmonella typhi PhoP promoter GFP reporter, confirmatory (AID 1850). one-dose inhibition, % at 50 µM; IC50 in µM for titrated hits. Salmonella Typhi PhoP-promoter GFP reporter, fluorescence, 4 h; higher % means a stronger effect. 0.33% of 310,000 active; in the data active = a potency from the dose series; inconclusive = inhibition mostly from about 25% at the one dose, without a potency; inactive = the rest, 99 in 100 with inhibition below about 19%;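 note: 0% = induced wells with vehicle and 100% = uninduced wells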
VEEV TC-83 Vero: inhibitors of VEEV TC-83 cytopathic effect, confirmation, Vero cells (AID 588727); inhibition, % at 20 µM; hits with a dose series show IC50 in µM; 0.13% of 350,000 active; Vero cells, VEEV TC-83 cytopathic effect inhibition; higher % means a stronger effect; in the data active = a potency from the dose series; inconclusive = inhibition mostly from about 14% at the one dose, without a potency; inactive = the rest, 99 in 100 with inhibition below about 12%; note: strong numbers were not always called active
influenza NS1A: H1N1 influenza NS1A inhibitors, functional cell based assay (AID 504329) | NS1A functional cell-based assay, percent inhibition; higher % means a stronger effect | inhibition, % at 12.5 µM; hits with a dose series show IC50 in µM | 0.3% of 340,000 active; in the data active = a potency from the dose series; inconclusive = inhibition above about 27% without an active follow-up result; note: strong numbers were not always called active
tuberculosis growth: growth inhibition of non-replicating M. tuberculosis (AID 488890); one-dose inhibition, % at 25 µM; IC50 in µM for titrated hits; 0.39% of 320,000 active; Mycobacterium tuberculosis non-replicating, growth inhibition; higher % means a stronger effect; in the data active = a potency from the dose series; inconclusive = inhibition mostly from about 82% at the one dose, without a potency; inactive = the rest, 99 in 100 with inhibition below about 76%;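 note: plate controls were DMSO cells for no effect and high antibiotic wells for full effect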
H37Rv inhibition: M. tuberculosis growth inhibition, HTS (AID 449762). M. tuberculosis H37Rv growth inhibition, 7H9 media; higher % means a stronger effect. inhibition, % at 25 µM; hits with a dose series show IC50 in µM. 0.59% of 330,000 active; in the data active = a potency from the dose series; inconclusive = inhibition above about 70% without an active follow-up result;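 note: bacterial growth assessed after seven days of incubation; strong numbers were not always called active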
VEEV TC-83 Vero 10K pilot screen: second read-out of VEEV TC-83 Vero, no call of its own (marks repeat the call); inhibition, %; measured here: 10K pilot screen inhibition
Active calls of the source: *; i = inactive; ? = inconclusive; . = no result given; & = joins results of further samples.

SMILES | PhoP GFP inhibition | VEEV TC-83 Vero | influenza NS1A | tuberculosis growth | H37Rv inhibition | others
CCC(=O)Nc1nnc(SCc2ccccc2F)s1 | 7.0% | 0.6% | 6.2% | -2.0% | 6.6%
O=C(NCC(F)(F)F)N1CCOCC1 | -7.1% | 1.6% | -3.5% | 3.1% | -11.8%
CCOc1cc(C(=O)Nc2cc(F)ccc2C)ccc1OCC(=O)N1CCOCC1 | . | i | -1.6% | -0.3% | 0.7%
O=C(NCCCN1CCOCC1)c1cc(-c2ccccc2F)no1 | 14.1% | 2.3% | 9.8% | 11.3% | 2.6%
CCOC(=O)c1c(C)oc2ccc(NS(=O)(=O)c3ccc(C(=O)O)cc3)cc12 | 1.8% | 0.9% | -2.2% | -1.8% | -9.8%
O=C(COc1ccccc1F)Nc1ccccc1C(=O)NC1CC1 | . | 9.6% | -4.0% | 24.9% | 5.6%
CC(Oc1ccccc1)C(=O)Nc1cccc([N+](=O)[O-])c1 (stereo not drawn) | -0.8% | 0.4% | -16.9% | 34.9% | -2.7%
CN(c1ccc(C(=O)NCCc2ccccc2)cc1)S(C)(=O)=O | 1.3% | 0.6% | -1.0% | -4.3% | 5.9%
N#CCN1C(=O)NC2(CCCc3sccc32)C1=O (stereo not drawn) | 10.2% | i | -12.7% | -3.4% | -5.4%
O=C(c1ccccc1)c1cnc(-c2ccc(Cl)cc2)s1 | -7.3% | 4.1% | -0.9% | 4.6% | -1.7%
COC(=O)N[C@H](CC(C)=O)c1cccc(C(F)(F)F)c1 | -9.1% | 0.3% | -5.9% | 7.0% | -2.8%
COc1ccc(C)cc1S(=O)(=O)N1CCC2(CC1)OCCN2S(=O)(=O)c1cccs1 | -1.4% | 7.1% | -8.1% | 11.4% | -7.6%
CC(c1nnc(SCn2nnc3ccccc3c2=O)n1-c1ccc(Cl)cc1)N(C)C (stereo not drawn) | -2.7% | i | 5.7% | 0.5% | 1.4%
O=C(Nc1ccon1)c1cccc(Cl)c1 | 4.8% | 4.6% | 0.1% | 0.5% | -2.0% | VEEV TC-83 Vero 10K pilot screen=1.0
Cc1sc(NC(=O)CSc2nnnn2C2CCCC2)c(C#N)c1C | 2.2% | 0.3% | -2.9% | -7.6% | -0.1%
CC(C)(C)NC(=O)NC(=O)COC(=O)c1nc(-c2ccccc2)n(-c2cccc(C(F)(F)F)c2)n1 | -6.0% | 0.4% | 0.8% | 25.9% | 2.8%
CSC1=C(C#N)C(CC(C)C)C(C(C)=O)=C(C)N1 (stereo not drawn) | -2.7% | 2.3% | 7.0% | 2.6% | 2.2%
Cc1nnc(-c2ccc(N3CCCCCC3)c([N+](=O)[O-])c2)o1 | 0.3% | 1.6% | -7.7% | 8.9% | 6.9%
COc1cccc(-n2c(=S)sc3c(=O)n(-c4ccccc4OC)c(SCC4OCCO4)nc32)c1 | 1.5% | 4.2% | 0.0% | 11.6% | -1.3%
CC1(c2ccc(Cl)cc2)NC(=O)N(CC(=O)Nc2ccc(N3CCCCC3)cc2)C1=O (stereo not drawn) | -5.1% | 7.9% | 17.7% | 9.9% | 8.2%
CCOc1ccc(N2C(=O)C3ON(c4ccccc4)C(c4ccco4)C3C2=O)cc1 (stereo not drawn) | -19.1% | 0.9% | -7.3% | 11.0% | 3.4%
CCC1CO/C(=C(\C(=C(Cl)Cl)N2CCOCC2)[N+](=O)[O-])N1 (stereo not drawn) | 2.8% | i | -3.5% | -1.1% | -10.3%
COc1ccccc1NC(=O)COC(=O)C12CC3CC(CC(Cl)(C3)C1)C2 | -34.9% | 0.3% | -4.4% | 5.5% | -8.0%
CCOc1ccccc1NC(=O)CN(c1ccc(OC)cc1OC)S(=O)(=O)c1ccccc1[N+](=O)[O-] | 5.1% | 7.0% | 2.5% | 38.9% | -0.5%
O=C(CSCc1ccc([N+](=O)[O-])cc1)NC1CC2CCC1C2 (stereo not drawn) | -3.8% | 0.4% | -1.6% | 35.0% | -1.6%

Fetched one by one from the list above:
SMILES | PhoP GFP inhibition | VEEV TC-83 Vero | influenza NS1A | tuberculosis growth | H37Rv inhibition | others
CC(C)(C)NC(=O)NC(=O)COC(=O)c1nc(-c2ccccc2)n(-c2cccc(C(F)(F)F)c2)n1 | -6.0% | 0.4% | 0.8% | 25.9% | 2.8%
CC1(c2ccc(Cl)cc2)NC(=O)N(CC(=O)Nc2ccc(N3CCCCC3)cc2)C1=O (stereo not drawn) | -5.1% | 7.9% | 17.7% | 9.9% | 8.2%
O=C(NCC(F)(F)F)N1CCOCC1 | -7.1% | 1.6% | -3.5% | 3.1% | -11.8%
CCOc1cc(C(=O)Nc2cc(F)ccc2C)ccc1OCC(=O)N1CCOCC1 | . | i | -1.6% | -0.3% | 0.7%
O=C(NCCCN1CCOCC1)c1cc(-c2ccccc2F)no1 | 14.1% | 2.3% | 9.8% | 11.3% | 2.6%

Later entries
SMILES | PhoP GFP inhibition | VEEV TC-83 Vero | influenza NS1A | tuberculosis growth | H37Rv inhibition | others
Cc1ccc(-n2c3nc(=O)[nH]c(=O)c-3cc3cc([N+](=O)[O-])ccc32)cc1 | 4.0% | 7.5% | 4.3% | 11.9% | 5.6% | VEEV TC-83 Vero 10K pilot screen=4.7
O=C(O)CSc1cccc2cccnc12 | 10.5%&-0.8% | 0.3% | 1.2%&-0.5% | 2.5%&-0.8% | -8.2%&-1.3%
CNC(=O)c1ccsc1NC(=O)CCS(=O)(=O)c1ccc(Cl)cc1 | -5.5% | 5.1% | -4.5% | 0.5% | -3.1%
CC(=O)c1c(N2CCCC2)nc(=S)n(-c2ccccc2)c1C | -5.8% | i | 41.0% | -0.7% | -2.8%
Cc1cc(C)nc(Nc2ccc(F)cc2)n1 | -8.8% | 0.4% | -0.6% | 1.7% | -1.0%
Cc1cccc(OCc2nc3ccccc3n2C)c1 | -5.4% | 1.2% | -8.8% | 6.8% | 7.5%
Cc1c(C=O)c2ccccc2n1CC(=O)NCc1ccc2c(c1)OCO2 | -5.2% | 0.8% | -2.2% | 36.8% | -12.0%
Cc1ccc(C(=O)N/N=C\c2c(C)nn(-c3ccccc3)c2Cl)cn1 | -5.8% | 8.9% | -10.5% | 28.2% | 3.6%
CCOC(=O)c1ccc(N2C(=O)CC(N(C)Cc3ccccc3)C2=O)cc1 (stereo not drawn) | -5.2% | 2.4% | 11.3% | 0.4% | -1.4%
CC(C)(C)n1cnc2cc(NC(=O)c3ccc(Cl)cc3)ccc21 | 1.4% | 2.2% | -10.8% | 79.2% | ?
COc1cccc(-c2cc(C(F)(F)F)nc(N3CCOCC3)n2)c1 | -18.4% | i | -3.1% | 12.8% | 5.4%
COc1cccc(-n2c(-c3ccco3)nc3nc4ccccc4nc32)c1 | -1.6% | 0.5% | 9.3% | 8.6% | -3.3%
c1ccc(CSc2ncnc3c2cnn3-c2ccccc2)cc1 | -7.2% | 0.9% | -11.7% | 54.8% | 6.7%
CSC1=NCCN1S(=O)(=O)c1ccc(F)cc1 | 5.7% | 0.8% | -50.3% | -8.2% | -4.5%
O=C(NC(Cc1ccccc1)C(=O)O)/C(=C/c1ccc([N+](=O)[O-])cc1)NC(=O)c1ccccc1 (stereo not drawn) | -7.8% | i | 10.0% | 4.2% | -0.4%
O=C(OCc1nc2ccccc2s1)c1cc2ccccc2oc1=O | -11.8% | . | . | ? | 5.8%
CC1Sc2ccc(Cl)cc2-c2nc(N)ncc21 (stereo not drawn) | -1.7% | 0.4% | 0.1% | 25.9% | 17.4%
COc1cc([N+](=O)[O-])ccc1NC(=O)C1CCCN(S(C)(=O)=O)C1 (stereo not drawn) | . | 4.1% | -7.3% | -10.8% | 4.0%
COC(=O)c1ccsc1NC(=O)CCS(=O)(=O)c1ccccc1 | -8.1% | ? | -10.0% | ? | 1.5%
O=C1CCCC(O)=C1Sc1ccccc1C(=O)O | -4.7% | 1.4% | -1.2% | -14.7% | 6.2% | VEEV TC-83 Vero 10K pilot screen=1.2
CCCSC(=O)N(CC)CC(=O)Nc1c(CC)cccc1CC | 0.7% | 0.1% | 4.3% | 14.0% | 2.7%
COc1ccccc1OCCCCCNCCO | -14.3% | 1.6% | 6.5% | -5.7% | -0.7%
O=C(CSc1nc2ccccc2s1)NNC(=O)Nc1ccc(Cl)c(Cl)c1 | 3.7% | 0.2% | -11.2% | -17.6% | -5.4%
CCCCNC(=O)n1c(SC)nc2ccccc21 | 8.3% | 0.7% | 8.0% | 12.0% | 1.8%
CC(CC(=O)NC1CCCC1)c1ccccc1 (stereo not drawn) | -2.5% | 0.8% | -4.3% | 13.6% | -1.2%

Arranged by molar mass (lowest first): part of the list above
SMILES | PhoP GFP inhibition | VEEV TC-83 Vero | influenza NS1A | tuberculosis growth | H37Rv inhibition | others
N#CCN1C(=O)NC2(CCCc3sccc32)C1=O (stereo not drawn) | 10.2% | i | -12.7% | -3.4% | -5.4%
Cc1c(C=O)c2ccccc2n1CC(=O)NCc1ccc2c(c1)OCO2 | -5.2% | 0.8% | -2.2% | 36.8% | -12.0%
COc1ccccc1NC(=O)COC(=O)C12CC3CC(CC(Cl)(C3)C1)C2 | -34.9% | 0.3% | -4.4% | 5.5% | -8.0%
CCOC(=O)c1c(C)oc2ccc(NS(=O)(=O)c3ccc(C(=O)O)cc3)cc12 | 1.8% | 0.9% | -2.2% | -1.8% | -9.8%

More records:
SMILES | PhoP GFP inhibition | VEEV TC-83 Vero | influenza NS1A | tuberculosis growth | H37Rv inhibition | others
COC(=O)c1ccc(CNC(=O)COC(=O)CC23CC4CC(CC(Br)(C4)C2)C3)cc1 | 4.3% | 0.6% | -4.8% | -7.8% | -1.4%
COc1ccc(-c2nn(-c3ccccc3)cc2C(=O)NCC(c2cccs2)N2CCOCC2)cc1 (stereo not drawn) | 3.9% | 7.0% | -1.3% | -1.0% | -5.7%
CC(=O)c1ccc(NC(=O)CN2CCC(C(=O)c3ccc(F)cc3)CC2)cc1 | -1.2% | 2.6% | -5.3% | 4.8% | 6.0%
CCCCOc1cccc(C(=O)NC(=S)Nc2ccc(Cl)c(C(=O)O)c2)c1 | 10.2% | 0.1% | -9.1% | 22.7% | 4.0%
O=C(O)c1cc(-c2ccccc2)nc(-c2ccccc2)c1 | . | 0.1% | -3.1% | -3.5% | 4.9%
CCOC(=O)Cc1csc(NC(=S)NC(=O)c2ccc([N+](=O)[O-])cc2)n1 | -5.1% | 1.3% | -6.0% | 7.6% | -6.6%
S=C(NC1CCCC1)NN1CCOCC1 | -11.2% | i | -6.9% | 1.9% | -1.2%
N#Cc1ccccc1NC(=O)CN(Cc1ccccc1)Cc1ccccc1 | 11.9% | 3.1% | -4.0% | 13.7% | -0.9%
Cc1nnc(NC(=O)CN2C(=O)NC3(CCCC3)C2=O)s1 | 1.7% | 0.8% | -5.9% | -4.4% | -6.1%
CN1CCN(C(=O)c2ccc3nc(-c4ccccc4)c(-c4ccccc4)nc3c2)CC1 | 3.9% | 0.8% | -4.8% | 6.5% | 5.6%
CCC/C(=N/NC(=O)c1csc(C)c1C)c1ccc(Cl)s1 | 0.2% | 0.6% | 3.5% | 0.6% | -4.3%
COc1ccc2[nH]c3c(c2c1)CCN1C(=O)C(CC(=O)NCCC2=CCCCC2)C[C@H](C(=O)N2CCOCC2)[C@@]31CCC1CCCC1 (stereo partly drawn) | . | ? | 19.0% | . | .
Cc1ccc(C(=O)Nc2cccc(NC(=O)c3ccc(C)cc3)n2)cc1 | 3.3% | 0.1% | . | -3.2% | -2.4%
COc1ccccc1N(CC(=O)N(CC(C)C)CC(C)C)S(=O)(=O)c1cccs1 | -1.6% | i | -3.5% | 25.8% | -1.6%
COc1cccc(C(=O)O/N=C(\N)c2ccc([N+](=O)[O-])cc2)c1 | -4.5% | 2.0% | -0.3% | 23.7% | -8.1%
CCOC(=O)C1CCN(c2ccc(-c3cccs3)nn2)CC1 | 0.3% | i | -28.5% | 47.3% | 0.6%
Cc1cccc(C)c1N=C1SC(CC(=O)Nc2c(C)cccc2C)C(=O)N1CCc1ccccn1 (stereo not drawn) | 5.3% | 0.7% | 11.6% | 26.5% | -8.1%
O=C(OCc1cnc(Cl)s1)c1cccc(Cl)c1 | 0.1% | 0.6% | -11.9% | 51.2% | 1.8%
Cc1ccccc1N(C(=O)c1cccs1)c1nc2ccccc2s1 | -6.9% | 6.8% | -19.7% | 9.8% | 10.8%
